# ABCB6 inh 2: ABCB6 transporter inhibitors, primary screen, K562-ABCB6 cells, flow cytometry, MLPCN library; ATP-binding cassette sub-family B member 6 (Homo sapiens), Q9NP58; K562-ABCB6 porphyrin accumulation, 1 h; hits give low values; fluorescence ratio to DMSO, % at 10 µM; 360,000 tested, 0.19% active; AID 602162, 2011;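 active = fluorescence ratio to DMSO below 75%, the collection mean minus 3 SD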;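 also: signal is porphyrin accumulated inside mitochondria; 100% equals median channel fluorescence of DMSO control wells; lower ratio means ABCB6 inhibition with less porphyrin fluorescence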
# PDI inh: inhibitors of human PDI, primary screen, biochemical, turbidity, single point, plate reader | Protein disulfide-isomerase (Homo sapiens), P07237 | PDI insulin aggregation turbidity, A650, 90 min | inhibition, % at 10 µM | 350,000 tested, 0.052% active | AID 588391, 2011;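 active = mean inhibition across replicates of 30% or more, whatever share of single replicates reach that level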;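 also: absorbance from insulin aggregation driven by PDI reduction with DTT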
# Target sequence (P07237 whole entry, looked up): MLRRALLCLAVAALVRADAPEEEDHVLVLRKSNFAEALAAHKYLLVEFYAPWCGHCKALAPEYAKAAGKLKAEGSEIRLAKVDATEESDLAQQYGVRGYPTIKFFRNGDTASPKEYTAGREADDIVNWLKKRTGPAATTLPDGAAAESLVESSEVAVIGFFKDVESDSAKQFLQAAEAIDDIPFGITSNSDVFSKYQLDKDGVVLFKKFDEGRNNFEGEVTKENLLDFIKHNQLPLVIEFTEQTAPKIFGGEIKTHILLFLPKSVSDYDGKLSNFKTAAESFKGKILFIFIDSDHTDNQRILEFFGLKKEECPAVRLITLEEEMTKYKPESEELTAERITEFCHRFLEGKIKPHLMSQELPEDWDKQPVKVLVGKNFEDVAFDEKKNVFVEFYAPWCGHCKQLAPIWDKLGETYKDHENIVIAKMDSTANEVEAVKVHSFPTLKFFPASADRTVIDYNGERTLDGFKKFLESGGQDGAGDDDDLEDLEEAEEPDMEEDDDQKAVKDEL
# iPSC survival up: enhancers of single-cell hiPSC survival, primary screen, ATPlite luminescence; 100% = ROCK inhibitor wells, 0% = DMSO; survival enhancement, % at 20 µM; 360,000 tested, 0.044% active; AID 602274, 2012; in the data active = survival enhancement above about 18%;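 also: cells exposed to compounds for 16 hours before the ATP read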
# aDG glyco up: activators of alpha-DG glycosylation, primary screen, uHTS, Pro5-aDG cells, AlphaScreen; 360,000 tested, 0.22% active; alpha-DG glycosylation AlphaScreen (IIH6); 0% Pro5, 100% B10-LARGE cell signal; activation, % at 10 µM;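 active = activation of at least 8% versus controls, or a plate z-score of at least 8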;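 also: Pro5 are CHO cells carrying HIG-tagged alpha-DG that lacks glycosylation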
# Granule exo inh: LAMP-1 surface exposure blockers, TALL-104 cells – cell-based, flow cytometry, MLPCN library, primary screen. TALL-104 LAMP-1 surface exposure; cells stimulated with thapsigargin and PMA. inhibition, % at 10 µM. 360,000 tested, 0.66% active;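 active = inhibition above about 55%, limit read from the data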
# CaV13 FRET inh: Disruptors of the CACNA1D IQ motif to Ca2+-dependent inactivation inhibitor domain association, primary screening, Förster resonance energy transfer in intact living …; HEK cells, CFP/YFP FRET ICDI-IQ, plate reader, 10 min; percent FRET-ratio fall versus neutral wells; inhibition, % at 12.3 µM; 340,000 tested, 0.098% active; AID 743397;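 active = mean replicate inhibition of at least 30% and at least 1% of replicates passing that level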;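 also: 0% = median of the neutral control wells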
# H9c2 protect: cardioprotection against H2O2-induced cell death, primary screen, uHTS, H9c2 cells, ATPLite luminescence; AID 588492, 2011; H9c2 cardiomyocytes, H2O2 injury protection, 2 h; protection from H2O2 cell death, % at 20 µM; 360,000 tested, 0.63% active;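 active = compounds giving at least 50% protection of heart cells from peroxide-induced death in the single-dose screen, raw or plate-pattern-corrected value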;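 also: 0% = DMSO wells with peroxide and 100% = DMSO wells without peroxide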
# Vif inh: HIV Vif self-association inhibitors, primary screen, imaging, HEK293T, single point | HEK293T cells, Vif self-association by quenched fluorescence, 24 h | inhibition, % at 7.49 µM | 340,000 tested, 0.35% active; in the data active = inhibition above about 50%, passing the limit was not always enough; also: some results filed as inactive read as strong as hits
# N-glyco inh: increase of ERlucT glycosylation luciferase signal, primary screen, N-linked glycosylation inhibitor project, D54 ERlucT cells, luminescence, set 2. reporter increase, % at 12.5 µM. 360,000 tested, 0.23% active. D54 ERlucT glycosylation luciferase reporter, 24 h; percent of 100 nM tunicamycin response;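 active = mean luciferase reporter signal, scaled so untreated is 0 and the glycosylation-blocking control 100, at or above a set limit in every replicate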;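 also: luciferase carries N-glycosylation sites so blocking glycosylation raises the light; 0% = median of neutral control wells and 100% = median of 100 nM tunicamycin wells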
# HTR2A ag: mouse Htr2a agonists via beta-arrestin recruitment, primary screen, cell-based, luminescence; AID 624169, 2012; CHO-K1 mHTR2A beta-arrestin complementation; percent of 30 µM serotonin response; 360,000 tested, 0.66% active; 5-hydroxytryptamine receptor 2A (Mus musculus), P35363; activation, % at 7.6 µM;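 active = activation above a run cutoff, the mean activation of all tested compounds plus 3 SD, cut at about 14% in these data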;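 also: 0% = plate median of compound wells and 100% = 30 µM serotonin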
# Target sequence (P35363 whole entry, looked up): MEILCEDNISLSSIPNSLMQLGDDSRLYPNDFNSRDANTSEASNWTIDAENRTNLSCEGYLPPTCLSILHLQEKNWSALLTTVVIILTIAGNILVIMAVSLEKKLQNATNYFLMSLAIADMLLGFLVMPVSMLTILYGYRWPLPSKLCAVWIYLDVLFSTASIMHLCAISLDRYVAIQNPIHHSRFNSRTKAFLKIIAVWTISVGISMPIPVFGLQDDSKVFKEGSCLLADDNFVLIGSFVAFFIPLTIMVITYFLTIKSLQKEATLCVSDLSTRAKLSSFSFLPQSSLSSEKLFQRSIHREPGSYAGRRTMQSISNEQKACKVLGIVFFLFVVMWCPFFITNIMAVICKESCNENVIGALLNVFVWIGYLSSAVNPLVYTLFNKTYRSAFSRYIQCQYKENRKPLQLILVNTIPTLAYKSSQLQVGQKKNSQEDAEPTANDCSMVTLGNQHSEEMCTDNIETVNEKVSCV
# * marks the source's active call; other numbers are inactive results; / = no result given.
# Preview:
SMILES,ABCB6 inh 2,PDI inh,iPSC survival up,aDG glyco up,Granule exo inh,CaV13 FRET inh,H9c2 protect,Vif inh,N-glyco inh,HTR2A ag
CC(C)(C)c1ccc(-c2nn(CCC#N)cc2/C=N/O)cc1,95,2,-0.6,-0.4,-1,-20,-5,4,0,1
NC(=O)c1ccccc1NC(=O)CSc1nc2ccccc2c(=O)[nH]1,96,-2,-0.5,0.0,-3,/,11,/,3,1
Cc1ccc(CS(=O)Cc2ccc(C(=O)NCc3ccccc3Cl)o2)cc1 (configuration not stated),102,0,0.4,-0.2,7,-5,-2,-10,-3,-7
OCCC1CN(Cc2nc3ccc(F)cc3[nH]2)CCN1C1CCCC1 (configuration not stated),99,-11,0.2,-0.2,0,-1,7,3,1,2
CC(=O)Nc1ccc(CN2CCC(CO)(CCOc3ccccc3)CC2)cc1,88,7,-0.4,-0.4,-2,-3,6,-1,3,-1
COCCSc1nc(N)c2c3c(sc2n1)CN(C)CC3,101,3,-0.6,1.0,-25,-4,-2,8,0,-1
CCOC(=O)C1CCN(CC(=O)c2c(C)[nH]c3ccccc23)CC1,111,10,1.0,0.0,0,-5,3,-6,1,-2
O=C(N1CCCCCC1)N1CCN(S(=O)(=O)c2cccc([N+](=O)[O-])c2)CC1,92,-6,-0.2,0.5,2,/,-3,4,0,6
C/C(=N\O)C1(C)N(O)C(C)(C)C(c2ccc(Br)cc2)=[N+]1[O-] (configuration not stated),95,-2,-0.5,0.1,6,-9,-1,0,1,4
CCCCCCn1c(O)c(/C=C2\C=NN=C2c2ccccc2)sc1=S,97,4,-0.6,-0.6,-6,-3,-22,4,-2,8
COC(=O)c1ccc(Cn2cc(C(F)(F)F)cc([N+](=O)[O-])c2=O)cc1,102,3,0.0,0.2,-3,11,-2,-3,1,1

# Results, previewed entries included:
SMILES,ABCB6 inh 2,PDI inh,iPSC survival up,aDG glyco up,Granule exo inh,CaV13 FRET inh,H9c2 protect,Vif inh,N-glyco inh,HTR2A ag
CC(C)(C)c1ccc(-c2nn(CCC#N)cc2/C=N/O)cc1,95,2,-0.6,-0.4,-1,-20,-5,4,0,1
NC(=O)c1ccccc1NC(=O)CSc1nc2ccccc2c(=O)[nH]1,96,-2,-0.5,0.0,-3,/,11,/,3,1
Cc1ccc(CS(=O)Cc2ccc(C(=O)NCc3ccccc3Cl)o2)cc1 (configuration not stated),102,0,0.4,-0.2,7,-5,-2,-10,-3,-7
OCCC1CN(Cc2nc3ccc(F)cc3[nH]2)CCN1C1CCCC1 (configuration not stated),99,-11,0.2,-0.2,0,-1,7,3,1,2
CC(=O)Nc1ccc(CN2CCC(CO)(CCOc3ccccc3)CC2)cc1,88,7,-0.4,-0.4,-2,-3,6,-1,3,-1
COCCSc1nc(N)c2c3c(sc2n1)CN(C)CC3,101,3,-0.6,1.0,-25,-4,-2,8,0,-1
CCOC(=O)C1CCN(CC(=O)c2c(C)[nH]c3ccccc23)CC1,111,10,1.0,0.0,0,-5,3,-6,1,-2
O=C(N1CCCCCC1)N1CCN(S(=O)(=O)c2cccc([N+](=O)[O-])c2)CC1,92,-6,-0.2,0.5,2,/,-3,4,0,6
C/C(=N\O)C1(C)N(O)C(C)(C)C(c2ccc(Br)cc2)=[N+]1[O-] (configuration not stated),95,-2,-0.5,0.1,6,-9,-1,0,1,4
CCCCCCn1c(O)c(/C=C2\C=NN=C2c2ccccc2)sc1=S,97,4,-0.6,-0.6,-6,-3,-22,4,-2,8
COC(=O)c1ccc(Cn2cc(C(F)(F)F)cc([N+](=O)[O-])c2=O)cc1,102,3,0.0,0.2,-3,11,-2,-3,1,1
O=C(Nc1ccccc1OC(F)F)c1cc2c(s1)CCC2,104,-7,1.1,1.5,7,-5,-5,16,0,2
Cc1ccc(C(=O)NCC(=O)OCCCn2c(=O)[nH]c3ccccc32)cc1C,98,-5,1.0,-0.2,1,-5,5,-5,0,0
O=C(CN1C(=O)c2ccccc2S1(=O)=O)N1CCc2ccccc21,96,-2,-4.4,-0.2,2,-5,-9,2,-17,-3
CC(C)(C)OC(=O)N1CCC(Cc2cc(-c3ccccc3)no2)(C(=O)O)CC1,96,-2,-0.2,0.3,18,-10,6,-2,2,3
COc1ccc(C)cc1Nc1n[n+](-c2ccccc2)c(-c2ccc(OC)c(OC)c2OC)s1,94,1,-2.3,0.5,-10,-10,-20,/,2,-5
CC(C)N(C(=O)CO/N=C/c1cccc([N+](=O)[O-])c1)C(C)C,83,-3,-0.4,0.0,2,-7,2,-6,-2,-1
COC(=O)C1C(=O)C(C(=O)c2ccc([N+](=O)[O-])cc2)C(=O)CC1(C)C (configuration not stated),97,12,0.2,0.8,4,-3,13,7,0,0
O=C(/C=N\O)NCCCNCc1ccccc1,102,4,3.3,0.1,18,-8,6,6,1,0
CCNC(=O)N(C)[C@H]1C[C@H]2c3[nH]c4ccccc4c3CCN2C[C@H]1[C@H](C)O,100,/,3.6,-0.1,-3,-7,9,5,4,-2
CCN(CC)S(=O)(=O)c1cccc(NC(=O)C(=O)c2c(-c3ccccc3)cc3ccccn23)c1,89,-4,1.5,0.0,27,-3,-2,-10,-4,-5
COc1ccc(C(=O)N/C(=C\c2cccc3ccccc23)C(=O)N2CCN(C)CC2)cc1,100,3,-0.2,-0.1,-12,-5,7,-4,1,-2
COC(=O)/C(=C/c1cccnc1)NC(=O)c1ccccc1,96,-2,2.7,0.0,1,-3,-4,7,2,5
Oc1ccc(/C=N/N(Cc2ccccc2)c2ccccc2)c(O)c1O,97,-1,-0.6,-0.1,-2,-3,8,7,3,1
Cc1ccc2c(c1)N(CC(=O)NCCCN1C(C)CCCC1C)C(=O)c1cccnc1O2 (configuration not stated),108,/,0.4,-0.1,0,-8,7,-2,1,4
CCOc1cccc(N(C(=O)CNC(=O)c2ccco2)C(C(=O)NCC2CCCO2)c2ccccc2)c1 (configuration not stated),89,11,0.0,0.0,-3,-4,18,0,2,9
O=C(Cc1csc(-c2ccccc2)n1)NCC(=O)Nc1ccc(F)c(F)c1F,99,-7,-1.7,0.0,-3,-5,4,1,2,1
Cc1nc2ccccc2n1CC(=O)NCc1ccccc1,95,-1,-2.2,2.7,-3,-4,-13,-20,-3,0
O=C(CCNC(=O)c1ccco1)NCc1ccc(C(=O)O)cc1,96,0,6.1,0.1,-2,-6,4,-6,0,0
CCOC(=O)c1c(C)sc2c1N(C(=O)CN(CC)CC)c1cc(Cl)ccc1S2,101,6,-1.6,0.6,0,-6,-13,-2,-3,2
COc1ccc(S(=O)(=O)N2CCN(C(=O)CCC3CCCC3)CC2)cc1,100,-3,1.5,0.0,-2,-4,-8,-6,-2,-2
Cc1cc(N2CC(C(=O)NCc3cccnc3)CC2=O)ccc1C(C)C (configuration not stated),98,5,-0.3,0.1,-2,-5,3,-3,2,-3
O=C(c1cccs1)N1CCN(c2nnc(-c3ccccc3)c3ccccc23)CC1,98,4,0.3,0.1,-1,-7,3,-8,-5,-3
CN(C)S(=O)(=O)c1ccc(Cl)c(C(=O)NNC(=O)Cc2nc3ccccc3n2C)c1,97,1,0.3,-0.1,9,-3,12,14,-3,-1
COc1ccc(C(=O)Nc2ccc(S(=O)(=O)N(C)c3ccccc3)cc2)cc1,89,-4,0.0,-0.2,-1,-2,-2,-22,-3,-4
O=C(COC(=O)CCc1c[nH]c2ccccc12)NCCc1ccccc1,99,1,-0.1,0.0,-1,-6,2,6,-1,1
CC1(C)CC(Cc2ccc(Cl)nc2)N(C(=O)OC(C)(C)C)C1 (configuration not stated),97,6,-2.1,0.1,-1,-6,-8,-3,0,8
CCCC(NC(=O)c1ccccc1)c1nc2ccccc2n1Cc1ccc(C(=O)OC)o1 (configuration not stated),97,1,-1.8,0.1,0,/,-18,-8,0,-2
CS(=O)(=O)c1ccc(NC(=O)c2cccc(-n3cnnn3)c2)cc1,86,1,-1.2,0.0,0,-1,8,3,0,-1
CCOC(=O)Cc1csc(NC(=O)COc2ccc3c(c2)CCC3)n1,95,1,-0.5,0.5,-2,/,-5,5,4,-2
COc1ccc(/C=C2\Sc3ccc(C(=O)N4CCOCC4)cc3N(C)C2=O)cc1,98,4,-0.3,0.1,0,-2,-1,4,0,-6
COC(=O)[C@]12CCCCC=C1N(CCC1=CCCCC1)C(=O)[C@H](CC(=O)NCc1ccc(OC)c(OC)c1)C2,97,/,0.4,0.1,-4,-5,/,/,/,2
Cc1ccc(NC(=O)CN(C)C(=O)COC(=O)c2ccc(Cl)cc2O)cc1,96,-9,-0.4,0.0,0,-6,-5,2,0,2
CSc1ccccc1C(=O)Nc1cccc(C(C)O)c1 (configuration not stated),95,3,-0.2,-0.1,0,-8,10,-1,-2,3
Cc1nn(-c2ccc(Cl)cn2)c2c1C(=O)CC(C)(C)C2Br (configuration not stated),102,-2,0.1,-0.1,1,-2,-3,2,1,13
OCc1c[nH]c2ccccc12,108,-2,-2.2,0.0,-1,-5,-3,5,7,-4
COc1ccc(NC(=O)/C(C#N)=C\c2ccc(-c3cc(C(=O)O)ccc3C)o2)cc1,93,-10,0.0,-0.1,2,-2,-4,-2,0,5
N#CC(C#N)=c1ccc2c(c1)NC1(CCCCC1)N=2,115,0,-5.9,-0.8,0,0,-19,-2,20,-6
Cc1cccc(/C=N/NC(=O)c2cccc([N+](=O)[O-])c2)n1,92,15,0.2,-0.5,3,-7,41,1,5,1
CN(C)CCCN1C(=O)c2cccc3cccc(c23)C1=O,94,-1,-0.6,0.1,-5,-2,18,-3,116*,5
COc1ccccc1CNC(=O)CN1C(=O)NC2(CCCC2)C1=O,98,-14,3.5,-0.2,-3,-4,5,-10,0,0
CC(=O)COc1c(-c2ccco2)oc2ccccc2c1=O,104,2,0.0,0.1,8,-6,5,-2,2,-3
Cc1ccc2c(c1)c1c(n2CC(O)CNC2CCCCC2)CCCC1 (configuration not stated),105,/,-2.5,0.5,2,-3,-49,-8,1,4
CC(C)CNS(=O)(=O)c1cc2c3c(c1)CCC(=O)N3CCC2,96,6,-0.4,-0.2,-2,-2,4,12,0,4
Cc1ccc(CSc2nnc(-c3ccccn3)n2C)cc1,103,0,0.9,0.2,-2,-5,0,-14,11,0

# Compound activity deposited in PubChem BioAssay by several laboratories.
